MBD2 DNA inh – inhibitors of MBD2 binding to methylated DNA, primary screen, biochemical, TR-FRET, DNA-binding domain, human; actives 0.31% (n = 370,000); MBD2 binding to methylated oligonucleotide; Methyl-CpG-binding domain protein 2 (Homo sapiens), Q9UBB5; AID 686964, 2013; inhibition, % at 4.4 µM; in the data active means inhibition above about 13%
PRMT1 FP inh – PRMT1 methyltransferase inhibitors, primary screen, biochemical, fluorescence polarization; Protein arginine N-methyltransferase 1 (Homo sapiens), Q99873; recombinant PRMT1, activity-based probe fluorescence polarization; inhibition, % at 2.79 µM; actives 1.3% (n = 370,000); AID 652257, 2013;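 active means inhibition above about 21% made by adding two undisclosed values, limit read from the data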
GC-B act – human GC-B receptor activators, primary screen, HEK293 GC-B cells, cGMP TR-FRET, EC30 CNP; Atrial natriuretic peptide receptor 2 (Homo sapiens), P20594; 0% at EC30 CNP, 100% saturating CNP; activation, % at 10 µM; actives 0.11% (n = 370,000); AID 1920062, 2024;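 active means activation at 10 µM reaching about 35% in either raw or pattern-adjusted values, limit read from the data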
TCR CD3 inh – inhibitors of human TCR-CD3 interaction, primary screen, biochemical, fluorescence, TAMRA-labeled TCR probe; actives 0.37% (n = 360,000); T-cell receptor (TCR); inhibition, % at 9.4 µM; in the data active means inhibition above about 19%;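 further: recombinant mutant TCR 2C K166C tagged with TAMRA read by polarization; 0% = receptor in buffer alone and 100% = receptor with positive control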
HTRA1 inh – HTRA1 serine protease inhibitors, primary screen, biochemical, fluorescence polarization, HTS; actives 0.5% (n = 340,000); recombinant HTRA1, FP-rhodamine activity-based probe; AID 504803, 2011; inhibition, % at 5.96 µM; in the data active means inhibition above about 36%;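 further: 0% = enzyme with DMSO and 100% = wells lacking enzyme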
SIAE primary – human SIAE inhibitors, primary screen, biochemical, fluorescence polarization, FP-Rh probe, 1536-well HTS. Sialate O-acetylesterase (Homo sapiens), Q9HAT2. SIAE FP-Rh probe binding. inhibition, % at 9.66 µM. actives 0.69% (n = 370,000). AID 1053197, 2014;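 active means inhibition above a cutoff: mean of compounds within the control limits plus 3 SD of those, cut at about 17% in these data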;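 further: 0% = plate median of compound wells and 100% = probe without SIAE protein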
UHRF1 binding – UHRF1 methylated DNA binding inhibitors, primary screen, counter-screen for MBD2 inhibitor project, biochemical, TR-FRET, human UHRF1, single concentration. E3 ubiquitin-protein ligase UHRF1 (Homo sapiens), Q96T88. UHRF1 binding to methylated oligo. inhibition, % at 4.4 µM. actives 0.75% (n = 370,000); in the data active means inhibition above about 21%;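 further: UHRF1 SRA domain binding a hemimethylated CpG hairpin DNA probe; 0% = median of test compound wells and 100% = reference inhibitor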
rCAG RNA binder – binders of r(CAG) RNA repeats, primary screen, biochemical, fluorescence; inhibition, % at 3 µM; AID 651821, 2012; r(CAG) RNA repeat, TO-PRO-1 dye displacement fluorescence; actives 1.3% (n = 370,000);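 active means inhibition above the plate cutoff, the mean of all test compounds on that plate plus 3 SD, cut at about 35% in these data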;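 further: 0% = DMSO alone and 100% = 100 µM mitoxantrone as full dye displacement; higher means more dye released from RNA so lower well fluorescence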
GC-A act – GC-A stimulated cGMP production enhancers – HEK293 GC-A cells, cGMP TR-FRET, EC30 ANP, primary screen | AID 1671463, 2021 | 0% at EC30 ANP, 100% saturating ANP | activation, % at 10 µM | Atrial natriuretic peptide receptor 1 (Homo sapiens), P16066 | actives 0.14% (n = 370,000); in the data active means activation above about 40%
Target sequence (P16066 whole entry, looked up): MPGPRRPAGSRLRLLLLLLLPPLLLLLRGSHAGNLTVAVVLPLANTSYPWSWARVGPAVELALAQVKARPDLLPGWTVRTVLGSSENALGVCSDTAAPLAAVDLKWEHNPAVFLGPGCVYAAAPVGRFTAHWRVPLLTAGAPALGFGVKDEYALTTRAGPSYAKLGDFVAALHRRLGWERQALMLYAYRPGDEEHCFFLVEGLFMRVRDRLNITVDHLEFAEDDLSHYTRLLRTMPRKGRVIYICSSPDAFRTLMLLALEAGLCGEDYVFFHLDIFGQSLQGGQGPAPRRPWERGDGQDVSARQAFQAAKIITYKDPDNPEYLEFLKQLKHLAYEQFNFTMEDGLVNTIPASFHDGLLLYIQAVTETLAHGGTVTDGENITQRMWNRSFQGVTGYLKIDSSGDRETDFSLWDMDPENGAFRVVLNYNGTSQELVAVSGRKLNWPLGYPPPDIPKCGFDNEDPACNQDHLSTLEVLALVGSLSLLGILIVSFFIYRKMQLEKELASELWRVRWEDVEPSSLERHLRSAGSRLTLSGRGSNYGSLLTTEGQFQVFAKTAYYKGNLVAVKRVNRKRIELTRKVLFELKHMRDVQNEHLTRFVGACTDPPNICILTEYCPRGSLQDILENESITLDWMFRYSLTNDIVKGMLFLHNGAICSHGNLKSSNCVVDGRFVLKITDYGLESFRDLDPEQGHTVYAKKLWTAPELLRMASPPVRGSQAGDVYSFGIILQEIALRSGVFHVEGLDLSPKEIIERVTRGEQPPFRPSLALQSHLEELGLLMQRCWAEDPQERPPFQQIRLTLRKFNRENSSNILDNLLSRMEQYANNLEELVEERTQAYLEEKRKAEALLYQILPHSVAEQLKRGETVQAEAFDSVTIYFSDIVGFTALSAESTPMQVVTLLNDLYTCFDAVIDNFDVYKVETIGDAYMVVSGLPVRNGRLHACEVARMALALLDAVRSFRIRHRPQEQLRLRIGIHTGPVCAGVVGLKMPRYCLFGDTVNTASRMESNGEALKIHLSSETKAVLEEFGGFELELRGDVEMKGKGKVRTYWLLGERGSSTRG
mABHD4 FP – ABHD4 inhibitors, primary screen, biochemical, fluorescence polarization, mouse. purified mABHD4, FP-Rh probe fluorescence polarization. actives 0.54% (n = 370,000). AID 720543, 2013. (Lyso)-N-acylphosphatidylethanolamine lipase (Mus musculus), Q8VD66. inhibition, % at 8.92 µM;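 active means inhibition exceeding the mean over every tested compound plus 3 SD, cut at about 30% in these data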;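 further: 0% = plate median of compound wells and 100% = S159A mutant with DMSO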
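Assay system: Wild-type mouse ABHD4 protein | Medium: HEPES pH 7.0 buffer, 150 mM NaCl, 0.01% Pluronic F-127 | Incubation: Enzyme–compound pre-incubation 45 min, then probe 60 min, both 25 °C | Technique: Fluorescence polarization with parallel and perpendicular emission, 525/598 nm | Evaluation: % inhibition of FP-Rh probe binding versus controls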
Active calls of the source: *; · = not tested or not shown; & = joins results of further samples. A portion of the library; the hit share may differ from the screen's.

Every second line gives: MBD2 DNA inh | PRMT1 FP inh | GC-B act | TCR CD3 inh | HTRA1 inh | SIAE primary | UHRF1 binding | rCAG RNA binder | GC-A act | mABHD4 FP
COC(=O)C1CCN(C2CN(Cc3ccccc3)S(=O)(=O)C2)CC1 (stereo unspecified)
  3 | -2 | -1 | -2 | · | -6 | -3 | -1 | 1 | -1
CCn1c2ccccc2c2cc(CNCCCN3CCOCC3)ccc21
  4 | 0 | -3 | -8 | -2 | -1 | 6 | 8 | -6 | -6
Cc1c(C(=O)O)oc2ccc(S(=O)(=O)N3CCC(C)CC3)cc12
  -1 | 0 | 2 | 9 | 0 | -6 | 0 | 1 | 1 | -13
Cc1ccccc1NC(=O)C1CCN(S(=O)(=O)c2ccc3c(c2)NC(=O)C(C)S3)CC1 (stereo unspecified)
  0 | 1 | -1 | -6 | 6 | -10 | 0 | 0 | -4 | -7
CN1CCC(=O)N([C@H](CSc2ccc(Br)cc2)c2ccccc2)CC1
  -1 | 1 | -7 | -6 | 2 | -1 | -1 | -4 | -4 | 2
O=C(c1ccco1)N1CCN(Cc2nnc(-c3ccccc3F)o2)CC1
  4 | 1 | -2 | -7 | 0 | 3 | 5 | 1 | -1 | -5
COCCCN1C(=O)c2ccc(C(=O)Nc3ccc(OC)cc3)cc2C1=O
  0 | 3 | 6 | -7 | 1 | -2 | 2 | -2 | 1 | -4
Cc1ccc(S(=O)(=O)N2CCN(C(=O)CN3C(=O)c4ccccc4C3=O)CC2)c(C)c1
  0 | 0 | 8 | 5 | -4 | -6 | 0 | -1 | -3 | 1
CCN(CC)c1cc(C)c2ccccc2n1
  -1&9 | -1&2 | 5&-3 | 4 | 0 | 2&-2 | 1&1 | 0 | 7&7 | 2&-5
NS(=O)(=O)c1ccc(CCNC(=O)c2cc(-c3ccco3)nc3ccccc23)cc1
  -6 | 51* | 1 | -4 | 4 | -9 | 1 | 27 | -1 | -8
O=C1NC2(CCCCC2)C(=O)N1c1ccc(Cl)cc1
  2 | 1 | 0 | -9 | 4 | 8 | -3 | -3 | -1 | 7
CCc1nc2c(OCc3ccc(C(=O)OC)cc3)cccn2c1N(C)C(=O)c1ccc(OC)cc1
  -1 | 3 | 2 | -1 | · | 3 | 0 | 2 | 0 | 0
Cc1ccc2nc(Cl)nc(-c3ccccc3)c2c1
  -5 | -1 | 5 | 5 | -10 | 6 | -2 | -1 | 3 | 3
COc1ccc(/C=C2\SC(=O)N(CCNC(=O)Cc3coc4cc(C)ccc34)C2=O)cc1OC
  -3 | 8 | -1 | -2 | -27 | -6 | -1 | 9 | -2 | -5
Clc1ccc(SCc2cn3ccsc3n2)cc1
  3 | 0 | 4 | -3 | -5 | -2 | 3 | -4 | 6 | -3
COCCn1c(C(F)(F)F)ccc(NC(=O)c2ccccc2)c1=O
  -1 | 3 | -6 | 0 | -3 | -2 | -2 | -2 | -1 | 2
O=C(NC(Cc1c[nH]c2ccccc12)C(=O)N/N=C/c1cccc2ccccc12)c1cccs1 (stereo unspecified)
  3 | 5 | -4 | -3 | -81 | -96 | 1 | 23 | -10 | -58
COc1ccccc1NC(=O)CSc1nnc(CNC(=O)COc2ccc(Cl)cc2)o1
  2 | -2 | -11 | 2 | 2 | 1 | -1 | -5 | -2 | -4
CCc1ccccc1N(C)C(=O)CCc1nc(-c2ccc(C)cc2)no1
  1 | -2 | -6 | 3 | -25 | -2 | -3 | -11 | -1 | -1
Cc1ccc(NC(=O)COC(=O)CSCC(=O)Nc2cc(C)on2)c(C)c1
  1 | 0 | -2 | 1 | 1 | 7 | -4 | -5 | -3 | 0
COc1cc(OC)cc(C(=O)n2cnnc2N)c1
  -1 | -3 | -1 | 9 | 4 | 1 | 1 | 0 | 3 | -1
O=C(COC(=O)c1cccnc1Nc1cccc(C(F)(F)F)c1)NC1CCS(=O)(=O)C1 (stereo unspecified)
  5 | 0 | -3 | 6 | -2 | -3 | -1 | 4 | 5 | 3
Cn1c(=O)[nH]c(=O)c2c1nc(N1CCCCCC1)n2CCOc1ccccc1
  6 | 9 | -10 | -2 | -2 | -2 | 4 | -6 | -9 | -12
NS(=O)(=O)c1ccc(CCNC(=O)CCC2COc3ccccc3O2)cc1 (stereo unspecified)
  -4 | 1 | 2 | 8 | 8 | 1 | -3 | 0 | 1 | 2
COc1ccc2oc(C(=O)OCC(=O)N3CC(C)CC(C)C3)c(C)c2c1 (stereo unspecified)
  7 | 3 | -3 | -1 | -14 | -8 | 2 | -6 | -1 | -15
COCCCNCCOCCOc1ccc(Cl)cc1C(C)(C)C
  1 | 1 | -13 | -4 | 14 | -1 | 4 | -5 | -8 | 14
Cc1cc(C)c2c(N)c(C(=O)NN)sc2n1
  -7 | 0 | -8 | 38* | 28 | 13 | -4 | 15 | -5 | 14
CC(C)N(C(=O)CN1CCN(C(=O)C2COc3ccccc3O2)CC1)C(C)C (stereo unspecified)
  -2 | 6 | -4 | -7 | 3 | -6 | 0 | -2 | 3 | 8
COCCCNC(=O)Cn1cnc2c(NCc3ccccc3)ncnc21
  6 | -2 | -5 | -5 | 6 | 2 | 1 | 0 | 2 | 4
CCOC(=O)Cc1ccc(Nc2nc(NCc3cccs3)nc3ccsc23)cc1
  -1 | -5 | 9 | -3 | · | 11 | -1 | 2 | 4 | -5
Cc1nc(SCc2ccc(C(=O)O)cc2)nc2c1CCCC2
  3 | 1 | -1 | 1 | 2 | 0 | -2 | 7 | -3 | -1
CC(C)c1ccc(CN(C)C(=O)c2ccc(S(=O)(=O)NCc3ccco3)cc2)cc1
  6 | 0 | 0 | -5 | -7 | 3 | 15 | 0 | 2 | -9
Cc1nn(CC(=O)NCCCN2CCN(Cc3ccccc3)CC2)c(=O)c2cc(-c3ccccc3)nn12
  -1 | -5 | -2 | 1 | 1 | -3 | -1 | -6 | -3 | -5
CCN(CC)S(=O)(=O)c1ccc(NC(=O)CN(c2cccc(C)c2)S(C)(=O)=O)cc1
  8 | 2 | 3 | -5 | -9 | -7 | 8 | 8 | -6 | -11
COC(=O)C1CN(Cc2cn(CCC3OCCO3)nn2)CCS(=O)(=O)N1Cc1ccc(C)cc1 (stereo unspecified)
  6 | 1 | -3 | · | · | 0 | 14 | 5 | 0 | 6
COc1cccc(CNC(=O)N[C@@H](C)C(=O)O)c1
  1 | 0 | 1 | -1 | 2 | 4 | 7 | -3 | 6 | 2
COc1ccc(N(C(=O)COc2ccc(C)cc2)S(=O)(=O)c2ccc(C)cc2)cc1
  2 | 1 | -4 | 8 | -20 | 0 | -1 | 4 | 0 | -9
O=C(CNC(=O)c1ccc(Br)o1)Nc1ccncc1
  1 | 9 | 4 | -3 | 2 | -1 | 6 | -3 | 0 | -8
COc1ccccc1N1CCN(/N=C/c2cc(OC)c(O)c(OC)c2)CC1
  0 | 2 | -2 | -8 | 2 | 20* | 0 | -6 | 1 | 7
OCC1(CCOc2ccccc2)CCN(Cc2cc(Cl)ccc2O)CC1
  -1 | 1 | -12 | 0 | -2 | -2 | 1 | -6 | -11 | 3

Compound profiles, from the list above. Values in the order: MBD2 DNA inh, PRMT1 FP inh, GC-B act, TCR CD3 inh, HTRA1 inh, SIAE primary, UHRF1 binding, rCAG RNA binder, GC-A act, mABHD4 FP
CCOC(=O)Cc1ccc(Nc2nc(NCc3cccs3)nc3ccsc23)cc1 in the list: -1, -5, 9, -3, ·, 11, -1, 2, 4, -5
Cc1cc(C)c2c(N)c(C(=O)NN)sc2n1 in the list: -7, 0, -8, 38*, 28, 13, -4, 15, -5, 14
O=C(CNC(=O)c1ccc(Br)o1)Nc1ccncc1 in the list: 1, 9, 4, -3, 2, -1, 6, -3, 0, -8

Continued:
Every second line gives: MBD2 DNA inh | PRMT1 FP inh | GC-B act | TCR CD3 inh | HTRA1 inh | SIAE primary | UHRF1 binding | rCAG RNA binder | GC-A act | mABHD4 FP
O=C(O)Cc1csc(NC(=O)CSc2cccc(C(=O)O)n2)n1
  -2 | -4 | 3 | -5 | · | 6 | 3 | 0 | 2 | 1
O=C(CCc1nc2ccccc2[nH]1)Nc1ccc(F)cc1
  1 | -1 | -5 | 0 | 4 | 8 | 0 | 0 | -4 | 4
Cc1cnc(NC(=O)c2ccc(-c3nc4ccccc4s3)o2)s1
  -2 | -1 | -2 | -1 | -50 | -15 | 3 | 10 | 1 | -8
O=C(c1ccc(CSc2ccccc2)cc1)N1CCN(c2ccccc2)CC1
  0 | -2 | -7 | 2 | -18 | 0 | 1 | -4 | 3 | 0
CCc1[nH]c(=S)c(C#N)c(-c2ccccc2)c1C(=O)OC
  0 | 6 | 7 | 7 | -1 | 0 | -1 | 6 | 13 | -3
CN(CC(=O)Nc1cccc(F)c1)CC(=O)Nc1ccccc1Oc1ccccc1
  -1 | 2 | 1 | -1 | -21 | -3 | 2 | -5 | -10 | 8
CCc1ccc(NC(=O)CNCc2ccc(OC)c(OC)c2)cc1
  3 | -6 | 2 | -6 | 0 | 5 | 6 | -6 | -5 | 4
COc1cc2c(cc1OC)CN(C(=O)C1CCCN1S(=O)(=O)c1ccc(F)cc1)CC2 (stereo unspecified)
  1 | -1 | -1 | 5 | 2 | 1 | -1 | 0 | 0 | 3
CCC1(c2ccccc2)NC(=O)N(CC(=O)N2CC(=O)Nc3ccccc32)C1=O (stereo unspecified)
  -2 | -1 | 1 | 2 | 15 | -9 | 0 | 0 | 1 | 11
CCCCCCNCC1OCc2ccccc2CO1
  2 | 0 | 2 | -9 | 6 | -1 | 0 | -2 | -1 | -2
O=C(NC1CCCCC1)C(c1ccc(F)cc1)N(CCCN1CCOCC1)C(=O)c1ccc(CN2CCOCC2)o1 (stereo unspecified)
  0 | 1 | -1 | 9 | 4 | -6 | -2 | -2 | -7 | 4
Cc1cc(C)c2[nH]c(=O)c(C(c3nnnn3C(C)(C)C)N(Cc3ccco3)CC3CCCO3)cc2c1 (stereo unspecified)
  -6 | -2 | -2 | 2 | 2 | -1 | -3 | -1 | -7 | 7
Cc1cc(OCCCC(=O)NCCc2ccccn2)ccc1Cl
  -9 | -5 | -4 | 2 | -1 | -6 | 0 | -2 | 1 | -8
Cc1nn(-c2ccccc2)c(N2CCCC2)c1/C=N/NC(=S)Nc1cc(C(F)(F)F)ccc1Cl
  -1 | 0 | 2 | 4 | -5 | 8 | -1 | 4 | -5 | 6
O=C1CC(c2ccccc2)CC(O)=C1C=NC1CCCCC1 (stereo unspecified)
  3 | 1 | 1 | 4 | -2 | 2 | 2 | -6 | 0 | 4
